High-throughput results as filed in PubChem.
LDHA inh: inhibitors of human lactate dehydrogenase A; P00338; purified LDHA, NADH/diaphorase-resazurin fluorescence; active compounds read low; activity change, % (values are at about 110 or 230 µM); 0.15% of 480,000 active; AID 1347041; in the data active means activity change below about -30%; inconclusive means mostly about -25% to -30%;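 further: plate controls were DMSO wells for no effect and wells without enzyme for full effect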
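Enzyme activity of human lactate dehydrogenase 5 (2 nM; 0.06 mM NADH, 0.2 mM pyruvate, 5 min, RT) is measured via a resazurin/diaphorase fluorescence readout of residual NADH.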
mIDH1 inhibitor: blocks human mutant IDH1 R132H enzyme | IDH1-R132H enzyme, NADPH consumption, diaphorase/resazurin fluorescence | 0.093% of 390,000 active | O75874 | Potency, µM (highest dose often 76.6 µM), for inactives: at the highest dose activity change, negative = inhibition, most hits filed as inhibitors; further: potency means the concentration at half of the fitted maximal effect; on the % scale 0 is the no-effect control and ±100 the full control effect; nearly all actives have a fitted effect of over 65% in size
Target sequence (O75874 whole entry R132H, stated change not applied): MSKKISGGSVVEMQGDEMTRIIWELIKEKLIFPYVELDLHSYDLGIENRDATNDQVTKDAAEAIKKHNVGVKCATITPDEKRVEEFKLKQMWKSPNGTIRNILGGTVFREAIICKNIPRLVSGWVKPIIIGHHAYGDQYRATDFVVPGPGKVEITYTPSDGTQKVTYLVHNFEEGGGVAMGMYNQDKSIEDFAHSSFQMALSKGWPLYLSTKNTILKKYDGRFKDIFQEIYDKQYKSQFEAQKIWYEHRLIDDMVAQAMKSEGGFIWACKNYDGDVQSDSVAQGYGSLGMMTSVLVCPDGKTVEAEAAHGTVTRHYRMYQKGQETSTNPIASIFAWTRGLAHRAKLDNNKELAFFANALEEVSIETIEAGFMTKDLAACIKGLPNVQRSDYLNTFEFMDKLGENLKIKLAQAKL
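IDH1-R132H (0.5 ug/mL dispensed) in pH 7.5 Tris buffer was preincubated 30 min with compound, then given a substrate mix of 0.016 mM NADPH and 2 mM alpha-KG for 80 min at room temperature; remaining NADPH was read by diaphorase/resazurin fluorescence.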
TrxR1 inh: inhibitors of rat thioredoxin reductase 1; O89049; Potency, µM (highest dose often 114 µM), inactives show at the top dose activity change, negative = inhibition, most hits filed as inhibitors; recombinant rTrxR1, NADPH fluorescence consumption, selenite substrate; 1% of 390,000 active; further: potency means the concentration at half of the fitted maximal effect; on the % scale 0 is the no-effect control and ±100 the full control effect; nearly all actives have a fitted effect of over 65% in size
Target sequence (O89049 whole entry, looked up): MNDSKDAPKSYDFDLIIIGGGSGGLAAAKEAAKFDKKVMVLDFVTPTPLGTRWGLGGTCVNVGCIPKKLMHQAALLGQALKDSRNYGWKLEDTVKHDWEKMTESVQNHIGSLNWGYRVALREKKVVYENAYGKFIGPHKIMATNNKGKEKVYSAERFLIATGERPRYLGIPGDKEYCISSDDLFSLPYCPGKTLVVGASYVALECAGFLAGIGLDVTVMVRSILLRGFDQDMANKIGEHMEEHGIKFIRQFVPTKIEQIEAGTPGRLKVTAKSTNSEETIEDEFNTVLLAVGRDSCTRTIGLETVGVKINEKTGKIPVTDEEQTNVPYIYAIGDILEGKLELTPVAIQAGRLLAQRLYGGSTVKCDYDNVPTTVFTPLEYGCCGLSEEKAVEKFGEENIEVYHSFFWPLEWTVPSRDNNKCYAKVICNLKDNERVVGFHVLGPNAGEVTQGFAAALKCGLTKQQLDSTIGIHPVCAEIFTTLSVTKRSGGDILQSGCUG
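Rat TrxR1 (90 nM in the dispensed reagent) was pre-reduced with 400 uM NADPH for 5 min at room temperature, then incubated with compound for 15 min. After 400 uM selenite was added, NADPH fluorescence (Ex 340/Em 450 nm) was followed for 8 min.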
USP1 inh: inhibitors of human USP1/UAF1 deubiquitinase | O94782 | Potency, µM (series often up to 57.1 µM), for the others: at the highest dose activity change, negative = inhibition, hits mostly inhibitors | 0.23% of 390,000 active | recombinant USP1/UAF1, Ub-Rhodamine cleavage fluorescence; further: potency means the concentration at half of the fitted maximal effect; on the % scale 0 is the no-effect control and ±100 the full control effect; nearly all actives have a fitted effect of over 60% in size; inactives centre near -12
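Step one: compound is pinned into 1nM USP1/UAF1 in HEPES pH 7.8 buffer with TCEP. Step two: 15 min room-temperature incubation. Step three: Ub-Rho (150nM final) starts cleavage, tracked by fluorescence over six one-minute reads.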
RGS4 inhibitor: inhibitors of human regulator of G protein signaling 4; P49798; Transcreener GDP fluorescence polarization, RGS4-accelerated GTP hydrolysis; Potency, µM (series often up to 114 µM), for inactives: at the highest dose activity change, negative = inhibition, hits mostly inhibitors; 0.039% of 390,000 active; AID 504845; further: potency means the concentration at half of the fitted maximal effect; on the % scale 0 is the no-effect control and ±100 the full control effect; nearly all actives have a fitted effect of over 75% in size; some results filed as inactive show a strong effect at the top dose
Target sequence (P49798 whole entry, looked up): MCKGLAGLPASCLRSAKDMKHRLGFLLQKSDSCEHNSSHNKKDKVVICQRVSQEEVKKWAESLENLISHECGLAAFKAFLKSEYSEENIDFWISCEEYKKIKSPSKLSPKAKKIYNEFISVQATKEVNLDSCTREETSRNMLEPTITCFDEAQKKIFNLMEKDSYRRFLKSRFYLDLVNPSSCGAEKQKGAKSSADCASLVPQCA
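MLSMR compounds (23 nl, pin-transferred) preincubated 10 min at room temperature with a 500nM (2x) first reagent, then RGS4 at 900nM (2x) plus Transcreener GDP mix added; fluorescence polarization (620/688 nm) read before and after 90 min at 30 °C.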
TrxR1 substrate: is turned over as a substrate by rat TrxR1; O89049; purified TrxR1 substrate turnover, NADPH consumption readout; Potency, µM (highest dose often 114 µM), inactives show top-dose activity change, negative = substrate turnover; 0.01% of 390,000 active; AID 588456; further: potency means the concentration at half of the fitted maximal effect; on the % scale 0 is the no-effect control and ±100 the full control effect; nearly all actives have a fitted effect of over 50% in size
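Rat TrxR1, dispensed at 90 nM, was prereduced with 400 uM NADPH (final) for 5 min at ~22 deg C, then incubated with compound 15 min before 400 uM selenite. A first-read NADPH fluorescence drop versus no-compound background flagged substrates.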
GRP78 ERSR act: induces the endoplasmic reticulum stress response in human glioma cells | Potency, µM, inactives show top-dose activation, hits mostly activators | AID 602332 | 0.02% of 420,000 active | U87-MG GRP78 promoter luciferase reporter, 16 h; further: potency means the concentration at half of the fitted maximal effect; series mostly up to about 76 µM; % of control where 0% means no effect; nearly all actives have a fitted effect of over 35% in size
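ERSR induction read as luciferase luminescence (Bright-Glo, 10 min at room temperature) in stably transfected human U87-MG glioma cells exposed to compounds for 16 h, using GRP78 as sensor.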
Vif-APOBEC3G blk: Vif-A3G binding inhibition; AID 602310; HeLa A3G-eYFP + Vif (tagged APOBEC3G with the HIV-1 protein that degrades it), YFP fluorescence, overnight; Potency, µM (highest dose often 46.1 µM), for inactives: at the highest dose activity, negative = active, hits mostly inhibitors; Q9HC16; 0.076% of 410,000 active;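 further: potency means the concentration at half of the fitted maximal effect; on the % scale 0 is the no-effect control and ±100 the full control effect; nearly all actives have a fitted effect of over 60% in size; hits raise eYFP signal because A3G escapes Vif-driven loss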
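HeLa cells stably expressing Vif and C-terminally eYFP-tagged A3G, seeded overnight at 37 deg C, then exposed to compound by pintool overnight at 37 deg C. Rise in yellow fluorescence (Ex 488/Em 500-530, Acumen) marks blocked Vif-driven A3G degradation.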
Vif-A3F inh: blocks the Vif interaction with APOBEC3F. HeLa A3F-eYFP + Vif (tagged APOBEC3F with the HIV-1 protein that degrades it), YFP fluorescence increase. Potency, µM (titrated, usually from 46.1 µM), without a hit: top-dose activity, negative = active. 0.2% of 390,000 active. AID 602313; further: potency means the concentration at half of the fitted maximal effect; % of control where 0% means no effect; nearly all actives have a fitted effect of over 65% in size
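HeLa cells stably expressing A3F-eYFP plus Vif, plated and incubated overnight at 37 deg C, then exposed to compounds overnight at 37 deg C. Blocked degradation read as raised yellow fluorescence (Ex 488/Em 500-530).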
* marks the source's active call; other numbers are inactive results; ? = inconclusive; . = not tested or not shown; & = joins results of further samples; [ ] = another dose, or the depositor's remark. Unless noted, the call rests on the fitted dose curve; in most records, active means well fitted curve in the direction sought with a large enough effect; inconclusive means small, poorly fitted or top-dose-only effect, or another doubt; inactive means no such curve, though single readings can be large; an effect the other way counts as inactive or inconclusive. Only part of the results is shown; rates above refer to the full screens.

1. CCCN(C(=O)c1ccc(S(=O)(=O)N2CCCC2)cc1)C1CCS(=O)(=O)C1 (stereo not given)
2. O=c1c2ccccc2nc(-c2ccccc2)n1CCN1CCOCC1
3. Cc1ccc(C23CC4CC(CC(C(=O)N(C)C)(C4)C2)C3)cc1
4. COc1ccc(NC(=O)C2CC(=O)N(C(C)C)C2)cc1 (stereo not given)
5. COc1ccc2[nH]c(=O)c(CN(CCO)S(=O)(=O)c3c(C)ccc4nsnc34)cc2c1
6. O=C(NCc1ccccc1)Nc1cccn(Cc2cccc(F)c2)c1=O
7. O=c1n(Cc2ccc(Cl)cc2)c2ccccc2c2nc(-c3ccccc3)nn12
8. CCCc1cc(=O)oc2cc(C)cc(OCc3nn[nH]n3)c12
9. Cc1ccc(C(=O)Nc2cccnc2)cc1S(=O)(=O)N1CCCCCC1
10. Cc1nn(-c2cc(C(F)(F)F)ccc2Cl)c2nc(C(Cl)(Cl)Cl)[nH]c(=O)c12
Compound | 1 | 2 | 3 | 4 | 5 | 6 | 7 | 8 | 9 | 10
LDHA inh | -8 | -4&-5 | -1 | -2 | -6 | -4 | -8 | -15&-6 | -2 | -1
mIDH1 inhibitor | -10% | -5% | -4% | 1% | -1% | -3% | -10% | -7% | 5% | -6%
TrxR1 inh | 9% | -2% | 15% | 5% | -15% | 2% | 16% | -36% | -11% | -24%
USP1 inh | 2% | -14% | 0% | -16% | -4% | -14% | 18% | -14% | -14% | -12%
RGS4 inhibitor | 17% | 12% | 5% | -1% | 5% | 10% | 27% | -27% | -29% | -2%
TrxR1 substrate | -2% | 3% | -6%[57.1 µM] | 1% | -16% | 9% | -1% | 289%[activator] | -7% | -4%
GRP78 ERSR act | -2% | -7% | -7% | -2% | -2% | 0% | -3% | 8% | 0% | -10%
Vif-APOBEC3G blk | 1% | 1% | 1% | -1% | 0% | -1% | -1% | 2% | 1% | 8%
Vif-A3F inh | -2% | -5% | 9% | -3% | 1% | -3% | -7% | 0% | 6% | 5%

4 entries from above, set out differently.
Order of values: LDHA inh, mIDH1 inhibitor, TrxR1 inh, USP1 inh, RGS4 inhibitor, TrxR1 substrate, GRP78 ERSR act, Vif-APOBEC3G blk, Vif-A3F inh
2: O=c1c2ccccc2nc(-c2ccccc2)n1CCN1CCOCC1
 : -4&-5, -5%, -2%, -14%, 12%, 3%, -7%, 1%, -5%
8: CCCc1cc(=O)oc2cc(C)cc(OCc3nn[nH]n3)c12
 : -15&-6, -7%, -36%, -14%, -27%, 289%[activator], 8%, 2%, 0%
7: O=c1n(Cc2ccc(Cl)cc2)c2ccccc2c2nc(-c3ccccc3)nn12
 : -8, -10%, 16%, 18%, 27%, -1%, -3%, -1%, -7%
6: O=C(NCc1ccccc1)Nc1cccn(Cc2cccc(F)c2)c1=O
 : -4, -3%, 2%, -14%, 10%, 9%, 0%, -1%, -3%

The listing continues.
11. CCOC(=O)C1(CCc2ccccc2)CCN(C(=O)c2cnc(C)cn2)CC1
12. Cc1ccc(-c2csc3ncn(C(C)C(=O)O)c(=O)c23)cc1 (stereo not given)
13. CCOCc1cc(CN2CCC(n3nccc3NC(=O)C3CC3)CC2)ccc1OC
14. O=c1[nH]cnc2scc(-c3cccs3)c12
15. CCOC(=O)c1c(NC(=S)Nc2ccccc2C)sc2c1CCC2
16. O=C(CSC(=S)N1CCCCC1)c1ccccc1
17. Cc1ccccc1Cn1c(CN2CCN(c3cc(Cl)ccc3C)CC2)nc2c1c(=O)[nH]c(=O)n2C
18. CCn1ccnc1CN(C)C(=O)CC1C(=O)NCCN1Cc1c(F)cccc1Cl (stereo not given)
19. C=CCn1c(SCC(=O)NCC2CCCO2)nc2scc(-c3ccc(OC)cc3)c2c1=O (stereo not given)
20. CC(NC(=O)CCNC(=O)c1ccccc1Cl)C1CC2CCC1C2 (stereo not given)
Compound | 11 | 12 | 13 | 14 | 15 | 16 | 17 | 18 | 19 | 20
LDHA inh | -2 | -1 | -7 | -7&2 | -2 | 0 | -1 | 0 | -2 | 1
mIDH1 inhibitor | 0% | -3% | 4% | 8% | -1% | -4% | -16% | 0% | 4% | 1%
TrxR1 inh | 11% | 18% | -6% | 2% | 0% | 11%[57.1 µM] | -2% | -25% | -12% | 27%
USP1 inh | -15% | -16% | -1% | -22% | -14% | -19% | 9% | -23% | -5% | -22%
RGS4 inhibitor | 0% | -11% | 11% | -30% | 0% | -3% | 11% | -13% | 6% | -17%[11.4 µM]
TrxR1 substrate | 0% | -2% | -10% | 1% | -2% | 5%[57.1 µM] | 0% | -2% | -16% | 5%
GRP78 ERSR act | 3% | -2% | -3% | -1% | -4% | -16% | -2% | -3% | -5% | -3%
Vif-APOBEC3G blk | 0% | 3% | -3% | 3% | -6% | -4% | -1% | -10% | -3% | 1%
Vif-A3F inh | 5% | -5% | -1% | . | -2% | 3% | -6% | 3% | -10% | 0%

21. Cc1ccc(Cn2c(CN3CCOCC3)nc3c2c(=O)n(C)c(=O)n3C)cc1
22. COCCNC(=O)CC(NS(=O)(=O)c1ccc(NC(C)=O)cc1)C(C)C (stereo not given)
23. COc1ccc2c(c1)CC/C(=C\c1ccc(OC)c(Cn3nc(C)cc3C)c1)C2=O
24. CCc1ccc(-n2nc3cc(C)c(NC(=O)c4cc(OC)cc(OC)c4)cc3n2)cc1
25. CN(CC1COc2ccccc2O1)C(=O)c1cc(COc2c(F)cccc2F)on1 (stereo not given)
26. CCC(C)(C)n1nnnc1C(c1cc2cc3c(cc2[nH]c1=O)OCO3)N1CCCCC1 (stereo not given)
27. CCN(CC)C(=O)CN1CCC(n2c(C)nc3cc(C(F)(F)F)ccc32)CC1
28. CCc1cccc(NC(=O)Cn2ncn3c(cc4ccccc43)c2=O)c1
29. c1ccc2c(NCC3CCCO3)nc(-c3ccncc3)nc2c1 (stereo not given)
30. C(=Cc1cccnc1)c1ccncc1
Compound | 21 | 22 | 23 | 24 | 25 | 26 | 27 | 28 | 29 | 30
LDHA inh | -4 | -6 | 5 | -6 | -3 | -2 | -10 | -15 | -8 | -4
mIDH1 inhibitor | 3% | -2% | 9% | 17% | 4% | 0% | 15% | -5% | 8% | 3%
TrxR1 inh | 3% | 9%[57.1 µM] | -15% | 0% | 10% | -31% | 9%[57.1 µM] | 23% | -3% | 11%[2.29 µM]
USP1 inh | -3% | -4% | -18% | 4% | -11% | 2% | -14% | -20% | -5% | -16%
RGS4 inhibitor | -23% | -9% | ? | 16% | 10% | -25% | 27% | 20% | -22% | 9%
TrxR1 substrate | 1% | -4%[57.1 µM] | -16% | 10% | -3% | 10% | 16%[57.1 µM] | 20% | -6% | 4%[57.1 µM]
GRP78 ERSR act | -1% | -3% | -8% | 2% | 1% | -4% | 1% | -3% | -4% | -3%
Vif-APOBEC3G blk | 2% | 0% | -5% | -2% | 0% | 0% | -1% | -5% | 3% | 0%
Vif-A3F inh | 4% | 2% | -3% | 2% | 1% | -4% | -9% | -6% | 1% | 9%

31. CCOC(=O)N1CCN(C(=O)C2CCN(c3nnc(-n4cccc4)s3)CC2)CC1
32. CN(c1ccccc1)S(=O)(=O)c1cc(C(=O)NCCCn2ccnc2)ccc1Cl
33. Cc1cc(Cl)c2oc(C(=O)NCCC3CCCCO3)c(C)c2c1 (stereo not given)
34. CC12CCC(=O)N1C(C(=O)OCC(=O)Nc1ccc(C(F)(F)F)cc1)CS2 (stereo not given)
35. Cc1cc(-c2ccccc2)cc(=O)[nH]1
36. COc1ccc([C@H]2CC(=O)C=C(c3cc(F)ccc3OC)C2)cc1
37. N#CC(C#N)=C1NC2(CCCC2)Cc2ccccc21
38. CCOc1ccc(NC(=O)CN(C)C(=O)C2CCN(C(=O)Nc3ccccc3)CC2)cc1OCC
39. COC(=O)/C=C/c1ccccc1S(=O)(=O)NC(C)C
40. CCOc1ccc(/C=C(\C)C(=O)c2c(C)cc(C)[nH]c2=O)cc1
41. Cc1ccc(S(=O)(=O)N(C)CCCN(C)c2nc(-c3cccs3)nc3ccccc23)cc1
42. O=C(N/N=C/C(Br)=C/c1ccccc1)C(O)c1ccccc1 (stereo not given)
Compound | 31 | 32 | 33 | 34 | 35 | 36 | 37 | 38 | 39 | 40 | 41 | 42
LDHA inh | -5 | -18 | 2 | 2 | -1 | -8 | -1 | 0 | . | -14 | -6 | 1
mIDH1 inhibitor | -4% | -13% | 7% | 3% | 3% | 0% | 5% | 4% | . | -1% | . | -5%
TrxR1 inh | 11% | 15% | 0% | 18% | 3%[11.4 µM] | 14% | -3% | 14% | 4% | 0% | 5% | 7%
USP1 inh | -21% | -19% | -13% | -15% | -16% | -20% | -14% | -19% | . | -21% | . | -24%
RGS4 inhibitor | 3% | -18% | 5% | 11% | 14% | 4% | -8% | -4% | . | -2% | 20% | -15%
TrxR1 substrate | 5% | 1% | -6% | -5% | 5%[57.1 µM] | 0% | -3% | 5% | 4% | -12% | -6% | -1%
GRP78 ERSR act | 0% | -1% | 7% | 4% | 3% | -5% | -1% | -5% | -5% | -4% | . | 5%
Vif-APOBEC3G blk | 3% | 1% | -3% | 0% | -4% | -28% | -1% | -2% | 1% | 2% | . | ?
Vif-A3F inh | 1% | -6% | 3% | -2% | -15% | 0% | -2% | 0% | . | -4% | . | 0%
